# Assay outcomes as filed in PubChem.
# NPR1 activator = GC-A (human) enzyme activation; P16066; HEK293 GC-A cells, cGMP TR-FRET, EC30 ANP; 0% at EC30 ANP, 100% saturating ANP; activation, % at 10 µM; 370,000 compounds, 0.14% hits; AID 1671463; in the data active = activation above about 40%
# HGIII-sPLA2 inh = Inhibits HGIII-sPLA2 liposome hydrolysis, primary screen. Q9NZ20. 370,000 compounds, 0.56% hits. QFRET BODIPY PC-A2 liposome hydrolysis, fluorescence. inhibition, % at 12.2 µM. AID 743126;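 active = inhibition above mean plus 3 SD of compounds lying within the high and low control bounds, cut at about 19% in these data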;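 also: 0% = median of test compound wells and 100% = no enzyme DMSO wells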
# SMARCA2 act = increases SMARCA2 function in MMTV reporter cells; activation, % at 9.1 µM; 370,000 compounds, 1% hits; MG213 cells, MMTV-luciferase reporter, dexamethasone, overnight; in the data active = activation above about 7.8%;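 also: 0% = vehicle wells and 100% = reference activator wells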
# GAA850 FXN act = frataxin GAA850 promoter activation | HEK293 lucGAA850 FXN promoter luciferase reporter, 24 h; percent of 10 µM SAHA response | activation, % at 6 µM | 360,000 compounds, 0.56% hits;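 active = activation above the average of all compounds screened plus 3 SD, cutoff fixed separately per campaign, cut at about 7.5% in these data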;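 also: 0% = DMSO wells and 100% = 10 µM SAHA wells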
# NPR2 activator = GC-B (human) receptor activation | activation, % at 10 µM | 370,000 compounds, 0.11% hits | HEK293-GC-B cells, CNP EC30, cGMP TR-FRET; 0% at EC30 CNP, 100% saturating CNP | P20594;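 active = activation at 10 µM reaching about 35% in either raw or pattern-adjusted values, limit read from the data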
# Target sequence (P20594 whole entry, looked up): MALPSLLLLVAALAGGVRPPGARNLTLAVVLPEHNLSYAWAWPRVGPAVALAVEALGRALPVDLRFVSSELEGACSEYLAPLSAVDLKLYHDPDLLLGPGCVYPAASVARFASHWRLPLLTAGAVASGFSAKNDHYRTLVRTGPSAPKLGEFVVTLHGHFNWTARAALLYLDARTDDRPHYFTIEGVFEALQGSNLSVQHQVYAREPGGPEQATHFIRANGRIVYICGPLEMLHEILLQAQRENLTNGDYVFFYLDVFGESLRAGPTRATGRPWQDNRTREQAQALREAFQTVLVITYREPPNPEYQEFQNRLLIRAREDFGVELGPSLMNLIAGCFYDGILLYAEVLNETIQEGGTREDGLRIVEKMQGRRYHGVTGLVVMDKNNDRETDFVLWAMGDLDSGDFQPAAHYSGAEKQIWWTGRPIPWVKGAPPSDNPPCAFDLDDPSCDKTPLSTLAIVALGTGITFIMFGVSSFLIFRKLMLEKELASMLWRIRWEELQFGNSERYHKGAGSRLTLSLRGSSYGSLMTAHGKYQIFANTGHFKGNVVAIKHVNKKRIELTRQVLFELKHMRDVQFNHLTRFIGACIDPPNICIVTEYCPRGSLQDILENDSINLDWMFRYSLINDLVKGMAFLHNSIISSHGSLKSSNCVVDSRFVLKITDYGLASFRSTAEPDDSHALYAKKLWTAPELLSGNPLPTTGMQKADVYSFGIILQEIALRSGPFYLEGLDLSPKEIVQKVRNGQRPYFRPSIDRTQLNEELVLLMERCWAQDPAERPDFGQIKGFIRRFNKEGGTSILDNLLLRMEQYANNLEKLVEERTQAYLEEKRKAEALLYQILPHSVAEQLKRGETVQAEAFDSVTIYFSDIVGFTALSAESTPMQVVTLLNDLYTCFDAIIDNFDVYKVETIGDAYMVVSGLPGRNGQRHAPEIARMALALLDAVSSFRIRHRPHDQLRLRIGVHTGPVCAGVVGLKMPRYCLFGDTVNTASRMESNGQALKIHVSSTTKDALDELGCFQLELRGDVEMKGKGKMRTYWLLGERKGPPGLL
# DAX1 inh-1 = NR0B1 (DAX1) inhibition. P51843. HEK293 Gal4-DAX1 luciferase reporter, luminescence. inhibition, % at 6.75 µM. 340,000 compounds, 0.99% hits. AID 504766;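 active = inhibition above the mean over all tested compounds plus 3 SD, cut at about 4.2% in these data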;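 also: 0% = DAX1-transfected cells with DMSO and 100% = empty-vector control cells with DMSO; inhibition shows as a rise in luminescence from relieved DAX1 repression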
# ADAM10 inh = inhibits human ADAM10 | O14672 | recombinant ADAM10, EDANS/DABCYL FRET peptide cleavage, 3 h | inhibition, % at 7 µM | 370,000 compounds, 0.62% hits;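 active = inhibition above a per-campaign cutoff equal to the mean of compounds falling between control-based bounds plus 3 SD, cut at about 20% in these data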;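 also: 0% = DMSO wells while the 100% control is not disclosed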
# ssDAF12 agonist = activates DAF-12 receptor from parasite S. stercoralis; HEK293 ssDAF-12/GRIP1 lit1-tk-luc reporter, luminescence; % of 3 µM dafachronic acid response; activation, % at 6.8 µM; 370,000 compounds, 1% hits; AID 652126;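 active = activation above the mean over all tested compounds plus 3 SD, cut at about 0.9% in these data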;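 also: 0% = DMSO-only wells and 100% = 3 µM delta7-dafachronic acid wells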
# hcDAF-12 act = H. contortus DAF-12 activation, primary screen. AID 652067. activation, % at 6.8 µM. 370,000 compounds, 1.4% hits. HEK293 hcDAF-12 lit1-tk-luc reporter, luminescence; 0% DMSO, 100% Δ7-dafachronic acid;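 active = activation above the mean of all tested compounds plus 3 SD, cut at about 5.5% in these data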;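 also: 100% = response to 3 µM Δ7-dafachronic acid high control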
# hgDAF12 agonist = agonists of H. glycines DAF-12 nuclear receptor | 370,000 compounds, 1.8% hits | HEK293 GAL4-hgDAF12 UAS-luciferase reporter, agonist luminescence; normalized to butyrate control | activation, % at 6.8 µM | AID 687014;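 active = activation above a cutoff set at the mean of all screened compounds plus 3 SD, cut at about 10% in these data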;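 also: 0% = DMSO wells and 100% = sodium butyrate wells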
# DAX1 inh-2 = DAX1 (NR0B1) inhibition, primary screen; AID 652010; 370,000 compounds, 1.1% hits; inhibition, % at 6.8 µM; HEK293T StAR-luciferase reporter, SF-1/DAX-1 repression relief;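 active = inhibition above the mean over all tested compounds plus 3 SD, cut at about 3.6% in these data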;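 also: 0% = DAX-1 cells with DMSO and 100% = cells lacking DAX-1 with DMSO; higher inhibition means more luminescence from relief of DAX-1 repression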
# * marks the source's active call; other numbers are inactive results; i = inactive; x = no result given. This is a random part of the collection; any-hit rate near 6.6%.
Compound	NPR1 activator	HGIII-sPLA2 inh	SMARCA2 act	GAA850 FXN act	NPR2 activator	DAX1 inh-1	ADAM10 inh	ssDAF12 agonist	hcDAF-12 act	hgDAF12 agonist	DAX1 inh-2
COc1ccc(CCC(=O)Nc2ccc(OC)c(S(=O)(=O)N3CCCCC3)c2)cc1OC	0	4	-3	-0.9	-3	-0.2	-21	-1.6	1.4	-3.6	-2.8
COCC1CCCCN1C(=O)c1ccc2oc(CCCc3ccccc3)nc2c1 (centres undefined)	3	-27	0	1.4	-3	-0.2	-12	-1.1	-2.1	2.7	-2.0
COc1cc(NS(=O)(=O)c2ccc(Cl)cc2)c(C(=O)O)cc1OC	1	-9	4	2.6	1	-0.8	1	-1.9	-1.1	0.3	-0.1
COc1ccc(C(=O)NCc2nnc(SCC(=O)Nc3cccc(C(F)(F)F)c3)o2)cc1OC	-5	1	0	-1.2	-6	2.0	9	-1.3	-1.7	-0.9	-0.2
COc1ccc(S(=O)(=O)NCCC(=O)N2CCCN(C)CC2)cc1	3	8	-2	1.6	1	-0.3	-2	-0.5	-1.2	0.3	-1.1
O=c1oc(-c2ccccc2NS(=O)(=O)c2ccc3ccccc3c2)nc2ccccc12	-4	-26	-2	-4.3	-1	-1.1	1	-1.2	-0.4	-0.3	0.2
CCOC(=O)C(C)N1C(=O)S/C(=C\c2ccc(-c3ccccc3C(=O)O)o2)C1=O (centres undefined)	1	-9	-2	1.0	3	-0.1	-9	-1.1	0.1	3.1	-0.2
Fc1ccc2cc(CCO[C@H]3CCCCO3)ncc2c1	-3	1	5	1.4	2	1.0	2	-0.2	5.2	9.3	3.2
O=S1(=O)CCC(NC(=S)NCCNC(=S)NC2CCS(=O)(=O)C2)C1 (centres undefined)	1	0	-4	0.6	5	-0.7	-4	-1.0	-0.5	0.6	0.1
O=C(NCc1ccccc1)C1=C[C@@H](c2ccc3c(c2)OCO3)C[C@@H](OCc2ccc(CO)cc2)O1	1	-29	0	-0.1	-1	-0.2	-4	-1.7	-0.4	0.8	-0.1
Cc1ccc(-n2ncc3c2CCCC3NC(=O)CCc2cnn(C)c2)cc1C (centres undefined)	-4	3	-2	-2.4	-1	0.9	-4	-0.6	-2.2	-2.7	-0.1
O=C(N[C@H]1C[C@@H]2O[C@H](CO)CC[C@@H]2O[C@@H]1CCc1ccc(-c2cccnc2)cc1)c1cccc(F)c1	-2	-5	-1	x	-1	x	0	-0.4	0.5	2.1	-1.1
COCCNC(=O)CN(C(=O)Cn1nnc2ccccc21)c1cccc(C)c1C	1	1	-3	1.0	2	-0.6	-2	-1.7	2.7	0.2	-0.5
Cc1onc(-c2ccccc2Cl)c1C(=O)OCC(=O)N1CCCc2ccccc21	-2	-15	-6	-3.0	-2	-1.1	14	-0.9	-2.4	-1.9	-0.8
Cc1ccc(C)c(OCC(=O)NNC(=O)c2ccc(NC(=O)C3CC3)cc2)c1	-2	-1	-2	0.9	-2	0.1	-3	-0.8	0.2	-3.2	0.3
CC1=NN(c2ccc(C)c(C)c2)C(=O)/C1=C/c1ccc2c(c1)n(C)c(=O)n2C	16	1	0	-2.0	7	0.8	-10	0.1	-0.5	0.2	0.1
COC(=O)Cc1ccc(NC(=O)c2ccc(NC(=O)c3ccco3)cc2)cc1	3	1	-2	-0.8	-1	-0.9	3	-1.1	-1.4	-2.0	-0.1
O=C(/C=C/c1cccc(C(F)(F)F)c1)N1CCN(c2ccccn2)CC1	-4	6	1	0.1	-2	-0.4	-3	-0.5	-3.0	0.0	2.7
COc1ccc(C(=O)N2CCCC(C(=O)O)C2)c2ccccc12 (centres undefined)	-1	-4	0	0.0	1	0.0	-8	-0.4	-1.1	1.1	-0.2
CCn1c(-c2ccccc2Cl)nn(CC(=O)Nc2ccccc2C)c1=S	-5	0	-3	0.7	-9	1.5	6	-1.4	-1.8	-0.9	-0.1
O=C(Nc1cccc([N+](=O)[O-])c1)N1CCc2ccccc2C1	-1	0	13*	4.4	16	0.1	1	-0.3	0.7	8.1	4.2*
CC(C)N(O)C(=O)NC(C)(C)C	2	2	-1	-2.4	-5	-0.3	18	-1.2	-0.5	1.8	0.2
CCOc1cc(/C=C2\NC(=S)N(c3c(C)n(C)n(-c4ccccc4)c3=O)C2=O)ccc1O	-3	-30	-5	-0.7	6	-1.3	5	-1.3	0.7	0.2	-0.8
CC1CCN(CCNC(=O)C2CCCN(S(=O)(=O)c3cccc4nonc34)C2)CC1 (centres undefined)	0	-2	3	-2.4	0	1.1	-3	-1.1	0.2	-0.5	0.1
NC1=NC(=O)/C(=C/c2cc(Br)c(O)c(Br)c2)S1	-8	3	-1	1.1	-4	-0.5	-3	-1.0	-1.0	4.5	0.1
CC(=O)NC1=C(NC2CCS(=O)(=O)C2)C(=O)c2ccccc2C1=O (centres undefined)	-5	2	-2	-3.6	-1	1.0	1	-0.6	-0.7	-3.5	-1.4
CCN(CC)CCCNc1nc(N)c([N+](=O)[O-])c(N2CCCCCC2)n1	-3	3	0	-0.7	0	-1.1	-4	-1.1	1.7	0.6	0.0
Nc1ccc(NC2C[C@@H](C(=O)O)NC2=O)cc1 (some centres undefined)	5	-1	0	-0.2	5	-0.5	0	-0.1	-1.3	0.3	-0.1
Cc1onc(-c2ccccc2)c1C(=O)Nc1ncc([N+](=O)[O-])s1	1	-7	-7	-2.0	5	-1.1	0	-1.2	-4.5	-4.6	-1.4
CCOC(=O)/C(C#N)=C/c1cn(CCC(=O)O)nc1-c1ccccc1	0	-8	-1	3.6	1	-0.5	-3	-1.8	-1.1	-3.5	-0.1
O=C(NC(=S)NNC(=O)c1cccs1)c1ccccc1	2	6	0	3.0	4	1.0	-5	0.1	3.9	4.2	1.0
CN1CCN(C(c2ccc(F)cc2)c2nnnn2Cc2cccs2)CC1 (centres undefined)	-3	-1	2	-1.7	-4	-0.7	0	-0.5	-0.2	1.0	0.2
Cc1cc(C)nc(SCc2ccc(C(=O)N/N=C/C3CCCCC3)cc2)n1	0	1	1	3.0	2	-0.9	2	-0.9	0.1	-0.6	0.5
COc1ccc(S(=O)(=O)N2CCC(NC(=O)C(Cc3cccc(OC)c3OC)NC(C)=O)CC2)cc1 (centres undefined)	-1	-2	-1	2.3	-3	x	-6	-1.4	-1.9	-1.7	-0.3
O=C1CCc2cc(S(=O)(=O)NCc3ccc(Cl)cc3)cc3c2N1CC3	0	5	0	0.3	3	-1.0	-3	-0.7	0.5	-2.2	-0.2
O=C(Oc1ccc2ccc(=O)oc2c1)c1ccc([N+](=O)[O-])cc1	1	0	-3	0.3	-2	0.5	i	-2.1	-0.4	0.5	0.1
O=C(NC(=O)c1ccccc1)Nc1ccccc1O	31	11	8	2.9	-5	2.1	-15	2.4*	12*	14*	2.9
COc1ccc(CCn2c(-c3cc([N+](=O)[O-])cc([N+](=O)[O-])c3)nc3nc4ccccc4nc32)cc1OC	-3	15	-1	2.9	1	1.9	-8	-0.6	0.3	-1.5	-0.1
CC1CC(C)(C)Nc2ccc(N=O)cc21 (centres undefined)	-6	-4	-6	13*	-1	-3.6	14	-2.4	-3.2	-7.7	-3.4
Cc1ccc(C(C(=O)NCC2CCCO2)N(C(=O)c2snc(C(N)=O)c2N)c2ccccc2)o1 (centres undefined)	-34	6	1	-1.0	-9	-0.7	-18	-1.1	2.1	-0.6	-0.3
C=CCN(CC(=O)NCc1ccc(OC)cc1)C(=O)c1csnn1	2	-1	3	-0.9	1	-0.9	0	-1.2	-1.6	-1.0	0.2
Cc1cc(C)c2sc(N(CCCN(C)C)C(=O)COc3ccc(Cl)cc3)nc2c1	-15	4	-1	0.9	-7	-0.3	2	-0.4	3.4	0.7	-0.3
COCCCN(CCCN)Cc1ccco1	1	18	-3	0.9	3	2.2	-4	-1.4	3.6	0.8	0.2
O=C(CCS(=O)(=O)c1ccccc1)Nc1ccc(S(=O)(=O)Nc2ncccn2)cc1	-2	5	-3	-1.8	2	-0.2	5	-1.4	0.3	2.0	-0.1
Cc1ccc(NC(=O)CCc2c[nH]c3ccccc23)nc1	-3	-25	3	-5.9	-6	-1.8	-8	-1.4	-2.5	-6.6	-5.6
COC(=O)[C@]12C[C@H](CC(=O)NCc3cccc4ccccc34)C(=O)N(Cc3cccc4ccccc34)C1=C[C@H](C(C)C)O[C@@H]2C1CC1	-5	-11	-2	x	2	x	13	-1.2	-2.2	1.0	-0.6
COc1ccc(S(=O)(=O)N(C)c2ccc(C(=O)N3CCOCC3)cc2)cc1	-2	2	2	-1.1	-2	1.4	-1	-0.4	1.4	-0.2	0.8
O=C(Nn1cnc2ccccc2c1=O)c1ccccc1[N+](=O)[O-]	-2	2	3	1.3	5	0.5	2	-0.9	0.3	2.2	-0.8
CCN1CCN(C(=O)c2cc3c(=O)oc4ccc(C)cc4c3s2)CC1	3	-3	-1	2.3	6	1.3	-51	-0.4	2.6	1.1	0.5
COc1ccccc1OCCSc1nc2ccc([N+](=O)[O-])cc2s1	5	-2	-1	3.1	5	-1.0	-3	0.0	4.2	-0.2	-0.5

# Next part
Compound	NPR1 activator	HGIII-sPLA2 inh	SMARCA2 act	GAA850 FXN act	NPR2 activator	DAX1 inh-1	ADAM10 inh	ssDAF12 agonist	hcDAF-12 act	hgDAF12 agonist	DAX1 inh-2
CCCCOc1ccc(-c2c(C(=O)Nc3ccccc3)c(C)[nH]c(=S)c2C#N)cc1	34	0	-5	3.2	5	-1.0	18	-0.7	-1.7	-5.2	-0.4
CCOc1ccc(NC(=O)CSc2ccc(-c3ccccn3)nn2)cc1	3	19*	-2	-0.1	-10	0.1	-8	-0.5	-1.0	2.1	-1.0
CSc1cccc(NC(=O)CN(C)S(=O)(=O)c2ccc(C)cc2)c1	1	-26	-3	0.8	2	-1.1	5	-1.7	-2.1	-2.9	-0.5
COc1ccc(C(=O)N/C(=C\c2ccc(OC)c(OC)c2)C(=O)N2CCCCC2)cc1	1	-4	-1	2.0	-2	-2.0	-1	-1.2	-1.1	0.7	-0.2
Cn1c(SCc2ccccn2)nnc1-c1ccncc1	-1	0	-3	-1.8	2	-0.7	-7	-0.6	-0.5	0.2	-0.3
CC1SCC(NC(=O)c2ccccc2Cl)CS1 (centres undefined)	-1	-1	2	2.5	-7	x	-7	-1.1	2.6	8.7	1.3
Clc1cc(Br)ccc1OCCn1ccnc1	29	-17	-1	1.2	31	-0.2	5	-1.1	-1.6	-0.9	-0.5
CCN1C(=O)c2ccccc2Sc2ccc(C(=O)NCCC(C)C)cc21	1	-7	-2	0.6	5	-0.5	18	-1.1	-3.2	-3.3	0.1
